yeast sgs1 mgt1 – NCI yeast anticancer drug screen, S. cerevisiae sgs1 mgt1 strain; % growth inhibition at 50 µM; actives 10% (n = 78,000); AID 161, 2004;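 also: 0% = growth of vehicle-only cultures of the same strain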
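Genetically altered yeast, compound exposure, growth inhibition relative to vehicle.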
cln2 rad14 – NCI yeast anticancer drug screen, S. cerevisiae cln2 rad14 strain; growth inhibition, % at 50 µM; actives 8.3% (n = 78,000);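 also: 0% = growth of vehicle-only cultures of the same strain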
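Growth inhibition, relative to vehicle-treated controls, is the read-out. The test organism is a yeast strain with defined genetic alterations, cln2 rad14.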
yeast mec2-1 – NCI yeast anticancer drug screen, S. cerevisiae mec2-1 strain | actives 9% (n = 79,000) | growth inhibition, % at 50 µM;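 also: 0% = growth of vehicle-only cultures of the same strain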
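Using mec2-1 yeast: add compound, measure growth, express inhibition versus vehicle-treated cultures.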
rad50 – NCI yeast anticancer drug screen, S. cerevisiae rad50 strain; growth inhibition, % at 50 µM; actives 10% (n = 79,000);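 also: 0% = growth of vehicle-only cultures of the same strain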
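Growth of the mutant yeast was measured after compound exposure and referenced to vehicle-treated cultures.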
yeast bub3 – NCI yeast anticancer drug screen, S. cerevisiae bub3 mutant strain; % growth inhibition at 50 µM; actives 9.9% (n = 78,000); AID 167, 2004;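 also: 0% = growth of vehicle-only cultures of the same strain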
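Yeast carrying a defined mutation is treated with each compound, and growth is compared with that of vehicle-exposed cells to give inhibition.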
mlh1 rad18 – NCI yeast anticancer drug screen, S. cerevisiae mlh1 rad18 strain | growth inhibition, % at 50 µM | actives 11% (n = 79,000) | AID 175, 2004;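 also: 0% = growth of vehicle-only cultures of the same strain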
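In this whole-cell yeast screen, a strain with altered DNA damage repair is challenged with compound, and its growth is measured against matched vehicle-treated controls.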
* marks the source's active call; other numbers are inactive results; . = no result given; & = joins results of further samples. Rule as the data show it: active = growth inhibition above about 70%; inactive = the rest.

A first look (seven entries):
SMILES	yeast sgs1 mgt1	cln2 rad14	yeast mec2-1	rad50	yeast bub3	mlh1 rad18
CC1CN(c2ccc(Cl)cc2)CC(C)OC(=O)O1 (stereo not drawn)	6	23	-6	19	22	9
c1ccc(SSc2ccc3ccccc3c2)cc1	33	25	39	22	31	28
CCCCOC(=O)C1ON(c2ccc(C=O)cc2)C(c2ccc([N+](=O)[O-])cc2)C1C(=O)OCCCC (stereo not drawn)	-3	18	-16	33	3	12
CNC(=S)N/N=C/c1nccc(-c2ccccc2)c1C	42	39	49	24	-3	75*
CCCCCCCCCCCC(=O)N(CCOC(=O)c1ccccc1)CCc1ccccc1	17	19	9	33	-3	24
CC(=O)NC(CO)C(O)C(O)C(O)CO (stereo not drawn)	-1	-14	-3	-7	-3	8
Cc1ccc(C(=O)CCC(=O)O)c(C)c1	.	.	5	16	.	25

This part in full, from the start:
SMILES	yeast sgs1 mgt1	cln2 rad14	yeast mec2-1	rad50	yeast bub3	mlh1 rad18
CC1CN(c2ccc(Cl)cc2)CC(C)OC(=O)O1 (stereo not drawn)	6	23	-6	19	22	9
c1ccc(SSc2ccc3ccccc3c2)cc1	33	25	39	22	31	28
CCCCOC(=O)C1ON(c2ccc(C=O)cc2)C(c2ccc([N+](=O)[O-])cc2)C1C(=O)OCCCC (stereo not drawn)	-3	18	-16	33	3	12
CNC(=S)N/N=C/c1nccc(-c2ccccc2)c1C	42	39	49	24	-3	75*
CCCCCCCCCCCC(=O)N(CCOC(=O)c1ccccc1)CCc1ccccc1	17	19	9	33	-3	24
CC(=O)NC(CO)C(O)C(O)C(O)CO (stereo not drawn)	-1	-14	-3	-7	-3	8
Cc1ccc(C(=O)CCC(=O)O)c(C)c1	.	.	5	16	.	25
CCOC(=O)Nc1cc(F)ccc1OC	-7	-8	18	1	14	-5
O=C1C(c2ccccc2)=C(O)c2cccc3cccc1c23	-13	13	-34	-24	-4	-58
CC1OC(C)(Cc2ccccc2)OC1C (stereo not drawn)	-9	-59	-14	4	-7	-9
O=S1c2ccc(Cl)cc2CC(SSC2Cc3cc(Cl)ccc3S(=O)c3ccccc32)c2ccccc21 (stereo not drawn)	-8	6	-36	18	10	-9
Nc1nncc(Cl)c1N	-7	3	-15	-12	-7	1
CCC/C(=N/Nc1cn[nH]c(=O)c1Cl)c1ccccc1	6	-15	-2	2	7	1
C#CCOCC12C=CC(O1)C1C(=O)N(C)C(=O)C12 (stereo not drawn)	-4&9	36&8	39&34	8&-11	33&25	6&-13
Nc1ccc(S(=O)(=O)C23CC4CC(CC(C4)C2)C3)cc1	98*	94*	99*	98*	96*	98*
CCCCCCCCCCCCCCCCSCC(COC)COP(=O)([O-])OCC[N+](C)(C)C (stereo not drawn)	9	16	2	-2	8	-6
CO[C@@H]1[C@H](O)c2ccccc2N1C(C)=O	-8	11	3	1	-2	-7
COc1ccccc1/C=C1\C=Cc2ccccc21	44	26	50	32	78*	70*
Cc1cccc(C(=O)NNC(=O)c2ccc3ccccc3c2)c1	-24	-4	-50	-60	-29	-33
N#Cc1c[nH]c(=O)[nH]c1=O	-13	2	-25	-25	2	-46
O=c1c2cccc3cccc(c4oc5c6cccc7cccc(c(=O)c5c14)c76)c32	97*	94*	88*	96*	96*	99*
CCC1(CC)C(=O)OC(=O)C1(CC)CC	3	-8	7	-6	-11	-10
CCO/C=C(\C)CC1([N+](=O)[O-])C(=O)c2ccccc2C1=O	16	-4	-5	8	12	16
CC(C)(C)c1ccc(Sc2cccc3c2C(=O)c2c(Cl)cccc2C3=O)cc1	-27	-8	-4	-11	1	-1
O=C(Nc1cccc(Cl)c1)c1cc2cc(N=Nc3ccc(Br)cc3)ccc2oc1=O	27	29	34	36	9	18
CC(=O)N1CN=C2Sc3ccccc3N2C1	8	-16	0	4	13	18
O=[N+]([O-])C(Cl)C(Cl)C(Cl)=C(Cl)Cl (stereo not drawn)	51	36	17	24	61	52
CCCCCCC(/C=N/Nc1ccccn1)=C\c1ccccc1	3	-8	-1	-5	-4	-22
Cc1ccc(S(=O)(=O)Nn2c(C)cc3ccc(S(=O)(=O)Nc4ccccc4[N+](=O)[O-])cc3c2=O)cc1	-16	-6	18	10	38	12
NNC(=O)c1ccc(NC(=S)Nc2ccccc2)cc1	23	-33	30	-6	38	35
CC1=NN(C(=O)CC(=O)Nc2ccccc2F)C(=O)C1N=Nc1ccccc1[N+](=O)[O-] (stereo not drawn)	-3	11	6	14	6	13
O=C(CC(=O)Nc1ccccc1F)N/N=C/c1ccccc1	-11	16	-7	-13	-4	-23
Cc1cccc(NC(=O)Oc2cc(C)c(Cl)cc2C(C)C)c1	97*	93*	99*	93*	98*	98*
CC(=O)Oc1ccc(OC(C)=O)c2c(OC(C)=O)ccc(OC(C)=O)c12	2	-10	2	0	54	-7
C/C(C=C(C#N)C#N)=C\c1cccc(F)c1	51	48	28	56	18	54
CCOc1ccccc1NC(=O)C1=C(C)NC(C)=C(C(=O)Nc2ccccc2OCC)C1c1cccc([N+](=O)[O-])c1	30	17	38	-10	32	21
Nc1n[nH]c(=O)c2cccnc12	-10	17	-8	1	13	3
COc1ccc2ncc(COC(=O)Nc3ccccc3)c(COC(=O)Nc3ccccc3)c2c1	12	6	-6	22	-7	6
Clc1ccccc1C(SCc1ccccc1)SCc1ccccc1	-12	-29	-23	-35	-29	-20
O=[N+]([O-])c1ccccc1Oc1ccccc1	6	14	-9	34	-15	8
Cc1ccc(C)c2[nH]c(-c3ccccc3)cc12	99*	99*	99*	99*	99*	99*
N#C/C(=C/c1cc([N+](=O)[O-])c(O)c([N+](=O)[O-])c1)C(N)=O	.	.	5	11	.	7
O=C1CSC(=S)N1/N=C/c1ccc([N+](=O)[O-])s1	98*	98*	99*	98*	99*	99*
CCOC(=O)CNC(=O)C(=[N+]=[N-])C(=O)CCOc1ccccc1OC	11	-20	14	21	20	8
COc1ccc(/C=C\c2cc(OC)c(OC)c(OC)c2)cc1OCC(=O)O	13	9	-2	-6	-10	-53
Cc1cc(N(C)C)nc(N(C)C)n1	-5&-2	-33&-1	-15&-5	-2&-5	-7&11	-10&8
C=COC(=O)C(Cc1ccccc1)NC(=O)OCc1ccccc1 (stereo not drawn)	-23	11	11	-5	-8	7
C1=CC(OC2C=CCC2)CC1 (stereo not drawn)	12	8	0	10	-4	15
O=C(c1ccccc1)C1(O)CCCCC1	-12	-10	-12	-17	-6	-7
C=C(CC[C@@H](C)[C@H]1CC[C@@]2(C)C3=C(CC[C@]12C)[C@@]1(C)CC[C@H](O)[C@@H](C)C1CC3)C(C)C (stereo partly drawn)	45	38	3	10	15	71*
Cc1ccc(C(=O)c2ccc[n+](C)c2)cc1	3	-27	-4	2	12	-1
CCCCN(CCCC)Cc1ccccc1O	9	-54	-5	-7	10	-9
CCOC(=O)Nn1c(C)c(C(N)=O)c(C(=O)OC)c1C	23	3	0	9	12	15
O=[N+]([O-])c1cccc(S(=O)(=O)Oc2ccc(-c3ccccc3)cc2)c1	1	4	6	7	26	2
CSc1ccc(NC(=O)Nc2cccc(C(C)=O)c2)cc1	10	-17	31	2	43	25
Nc1ccn(C2OC(CO)C(O)C2F)c(=O)n1 (stereo not drawn)	12	11	0	12	0	-7
CN(C)/N=C\c1ccc([N+](C)(C)C)cc1	7	-20	-25	-20	33	-45
CCCCCCCCCCN(CCCCCCCCCC)C1CC(OC2CC(O)(C(O)CO)Cc3c(O)c4c(c(O)c32)C(=O)c2c(OC)cccc2C4=O)OC(C)C1O (stereo not drawn)	5	82*	93*	43	91*	90*
Cc1ccc(S(=O)(=O)Nc2cccc3cccnc23)cc1	59	48	20	46	28	71*
Cc1onc(-c2ccccc2Cl)c1C(=O)Cl	-13	4	-41	-41	-31	-29
Remaining list, next part.
SMILES	yeast sgs1 mgt1	cln2 rad14	yeast mec2-1	rad50	yeast bub3	mlh1 rad18
COc1cc(/C=N\N=c2\sc3ccccc3n2C)ccc1OCCO	27	11	3	16	32	17
O=CNc1cccc2c(=O)[nH][nH]c(=O)c12	-57	18	-47	-22	-26	-39
CCN(CC)CCCNc1ncc(C)c2[nH]c3ccncc3c12	0	-9	23	3	0	12
Cc1ccc(C(=O)NNC(=O)c2ccc(C)cc2)cc1	-11	3	-18	-10	-11	-5
COC1(OC)C(C#N)(C#N)C2(C(=O)Nc3ccccc32)C1(OC)OC (stereo not drawn)	97*	28	12	15	-8	90*
CN(/N=C/c1ccc(Cl)cc1)C1=NCCCCN1	-30	27	-30	-48	12	-38
C(=C\c1ccc(/C=C/c2ccccc2)nn1)/c1ccccc1	-2	-21	-3	-6	1	-2
CN1C(=O)C2N(C(=O)C1(C)S)c1ccccc1C2(C)C (stereo not drawn)	16	-18	32	48	10	25
O=C(/C=C\c1ccco1)NC(=O)NC(=O)N1CCCCC1	-2	-16	-22	-1	-9	5
NC(=S)NNC(=O)CCC(=O)Nc1ccccc1Cl	-12	37	-2	0	-4	7
CC(C)C(C)(O)C#CC(C)(O)C(C)C (stereo not drawn)	3	-16	9	1	24	12
Nc1ccccc1SC1CC(=O)N(c2ccc(I)cc2)C1=O (stereo not drawn)	-8	14	-16	-7	10	2
Cc1ccc2c(c1)CN(C)c1ccc(C)cc1CN2C	23	22	-12	17	10	31
COc1ccc(C(=O)/C=C/N)c(OC)c1	5	20	-25	17	9	11
CCOP(=O)(C/C(=N/NC(C)(C)C)C(=O)Nc1nc2ccc(C)cc2s1)OCC	-26	-30	4	-14	0	-19
COC(=O)/C(C#N)=C/Sc1ccccc1	38	7	34	62	27	-8
OCCc1ccc(Cl)cc1	10	15	8	11	-1	8
CN(C)C(=O)C(NCCO)c1ccccc1 (stereo not drawn)	-11	-28	-20	-13	14	0
O=C(O)c1ccc([N+](=O)[O-])cc1OCc1ccccc1	13	-39	-5	13	-3	4
COC(=O)c1nc(SC)[nH]c1CC(N)=O	20	-23	22	44	33	-15
CCCC(=O)OCc1ccccc1Cl	19	-22	32	25	1	28
COC(=O)c1n[nH]c(C)c1N=NN1CCC(C(N)=O)CC1	99*	98*	99*	98*	98*	99*
CCN(CC)C(=O)COc1ccc(Cl)cc1Cl	5	25	-11	-11	30	7
CCN1C(NN)=NS(=O)(=O)c2ccccc21	-15	-20	-8	-31	8	11
COc1ccc(CC(=O)O)c(OC)c1	-11	6	-16	6	-10	-7
CCCCCCCCCCCCCCCC(=O)CCCCCCCCCCCCCCC	6	-4	-16	21	-1	29
CC(/C=C1\CCC(CN(C)C)C1=O)c1cccc(Br)c1 (stereo not drawn)	94*	92*	94*	94*	93*	92*
COC1OCC2OC(C)(C)OC2C1OS(C)(=O)=O (stereo not drawn)	2	-9	4	2	-2	-18
OC1(CSc2ccccc2)CCCCC1	14	1	22	11	-11	-33
O=c1cc(Nc2ccccc2Cl)[nH]c(=O)[nH]1	-5	-42	2	10	-27	-13
NC(=S)N/N=C/c1ccco1	-18	-67	-11	-26	-24	-8
COc1cc2c(cc1C(C)c1cc(C)c(OC)c(C)c1)OCO2 (stereo not drawn)	-8	9	-11	-11	4	-9
Cc1ccc(N(CN2C(=O)CCC2=O)CS(=O)(=O)c2ccc(Cl)cc2)cc1	0	15	4	10	-3	-20
O=C(Nc1ccc(F)c([N+](=O)[O-])c1)Nc1cccc2c(O)cccc12	14	-7	30	-3	13	-4
NC(Cc1ccccc1)C(=O)O (stereo not drawn)	-34	-74	-12	-21	-25	-21
COC(OC)c1cccnc1C	-25	7	17	-26	-24	8

Random excerpt: two entries already listed
SMILES	yeast sgs1 mgt1	cln2 rad14	yeast mec2-1	rad50	yeast bub3	mlh1 rad18
NC(=S)N/N=C/c1ccco1	-18	-67	-11	-26	-24	-8
CCC/C(=N/Nc1cn[nH]c(=O)c1Cl)c1ccccc1	6	-15	-2	2	7	1

Individual results from above.
Entry for CC1=NN(C(=O)CC(=O)Nc2ccccc2F)C(=O)C1N=Nc1ccccc1[N+](=O)[O-] (stereo not drawn) in mlh1 rad18: 13
Entry for CNC(=S)N/N=C/c1nccc(-c2ccccc2)c1C in rad50: 24
Entry for CCN1C(NN)=NS(=O)(=O)c2ccccc21 in rad50: -31
Entry for Cc1cc(N(C)C)nc(N(C)C)n1 in rad50: -2&-5

Other compounds follow.
SMILES	yeast sgs1 mgt1	cln2 rad14	yeast mec2-1	rad50	yeast bub3	mlh1 rad18
COC(=O)C(C(=O)C(=O)Nc1nc2ccc([N+](=O)[O-])cc2s1)c1nc2ccc(Cl)cc2[nH]c1=O (stereo not drawn)	21	27	18	10	15	-3
CCN(CC)C(=O)Oc1cc(C(=O)N(CC)CC)c(OC(=O)N(CC)CC)cc1C(=O)N(CC)CC	-2	-1	8	5	1	30
COC(=O)c1c(C(N)=O)c(C)n(NC(=O)Nc2ccccc2)c1C	95*	81*	85*	96*	86*	88*
Cc1nn(C23CC4CC(CC(C4)C2)C3)c(C(Cl)Cl)c1Cl	3	-9	-8	-4	2	5

Assay outcomes from PubChem.

Hits appear at their usual frequency; overall some 14% were active at least once.
